High-throughput results deposited in PubChem by Icahn School of Medicine at Mount Sinai.
RBX1-CUL1 inh – inhibitors of human ROC1-CUL1 ubiquitin ligase activity; in vitro K48 di-Ub FRET, acceptor:donor ratio, 45 min; inhibition, % at 10 µM; 140,000 compounds, 0.6% hits; AID 1347404, 2020; in the data active means inhibition above about 25%
Target sequence (P62877 whole entry, looked up): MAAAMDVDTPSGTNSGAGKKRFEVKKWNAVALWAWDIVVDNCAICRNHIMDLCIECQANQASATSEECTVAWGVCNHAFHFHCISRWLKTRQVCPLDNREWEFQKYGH
Target sequence (Q13616 whole entry, looked up): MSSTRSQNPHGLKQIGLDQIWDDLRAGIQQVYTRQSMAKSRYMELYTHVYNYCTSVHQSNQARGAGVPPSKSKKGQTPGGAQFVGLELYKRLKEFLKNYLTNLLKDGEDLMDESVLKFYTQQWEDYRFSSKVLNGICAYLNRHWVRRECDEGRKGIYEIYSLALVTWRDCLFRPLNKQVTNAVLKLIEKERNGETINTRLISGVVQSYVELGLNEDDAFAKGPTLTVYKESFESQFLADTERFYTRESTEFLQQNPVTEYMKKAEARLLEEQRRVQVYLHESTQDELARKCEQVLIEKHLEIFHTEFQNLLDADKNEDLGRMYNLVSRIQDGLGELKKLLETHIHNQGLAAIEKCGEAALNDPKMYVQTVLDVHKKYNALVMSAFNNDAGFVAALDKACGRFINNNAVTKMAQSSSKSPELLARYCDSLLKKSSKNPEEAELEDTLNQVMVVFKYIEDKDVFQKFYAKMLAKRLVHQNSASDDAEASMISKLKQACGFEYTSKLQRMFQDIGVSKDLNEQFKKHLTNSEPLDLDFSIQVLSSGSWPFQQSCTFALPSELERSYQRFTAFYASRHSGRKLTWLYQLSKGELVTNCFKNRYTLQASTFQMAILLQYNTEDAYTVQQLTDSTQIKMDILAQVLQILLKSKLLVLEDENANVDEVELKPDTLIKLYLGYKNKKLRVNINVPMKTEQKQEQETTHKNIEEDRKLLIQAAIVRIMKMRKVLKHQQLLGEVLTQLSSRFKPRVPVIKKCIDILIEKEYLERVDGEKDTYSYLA
Starred values were filed as active, the others as inactive.

SMILES	RBX1-CUL1 inh
O=C(O)c1cc(C(F)(F)F)ccc1Sc1ccccc1	58*
O=C(CSc1nnc2c3ccccc3c3ccccc3c2n1)Nc1ccccc1	15
CS(=O)(=O)NCC(c1ccco1)N1CCN(c2ccccc2)CC1 (stereo not drawn)	-7
O=C(CN1CCN(CC(=O)Nc2ccccc2F)CC1)Nc1ccc(Cl)c(C(F)(F)F)c1	-5
Cc1ccc(C)c(-c2csc(NC(=O)c3ccnn3C)c2C#N)c1	-4
O=C(NC1CC(=O)N(Cc2ccccc2Cl)C1)c1cscn1 (stereo not drawn)	0
Cc1ccc(-c2cc(C(=O)NCCCn3ccnc3)c3ccccc3n2)o1	-1
O=C(NC1CCCC1)N1CCN(c2ccc(Cl)cc2)CC1	5
O=C1CN(c2ccc(Cl)cc2)C(=O)CN1NC(=S)Nc1ccc(Cl)cc1	-2
N#Cc1c(N)[n+]([O-])c2cc(NCCO)c(F)cc2[n+]1[O-]	28*
COc1cccc(C2CC(=O)Nc3c2c(=O)n(C)c(=O)n3C)c1OC(C)C (stereo not drawn)	-2
Cc1ccccc1C1=NC(C(F)(F)F)(C(F)(F)F)C2C(=O)NC(=O)N(c3ccc(F)cc3)C2=N1 (stereo not drawn)	9
COc1ccccc1S(=O)c1c(C)cc(C)cc1C (stereo not drawn)	-8
CC(C)/C=C/C(=O)N1CCCC(CNS(=O)(=O)N(C)C)C1 (stereo not drawn)	-3
CN(C)C(=S)CC(O)(c1ccccc1)c1ccccc1	8
Cc1ccc(S(=O)(=O)Nc2ccc3c(c2)ncn3-c2ccccc2)cc1	2
COc1ccccc1OCC(=O)NNC(=O)Nc1ccccc1	-6
C/C(=N\NC(=O)C1CC1)c1cccc(NC(=O)COc2ccc(Cl)cc2Cl)c1	-7
O=C(NCc1ccccc1F)c1ccc(N2CCC(N3CCCN(c4ncccn4)CC3)CC2)cc1	-2
Cc1oc(-c2ccco2)nc1CN1CCCCC1c1ccccn1 (stereo not drawn)	-3
COc1cc(/C=C2\Sc3ccccc3C2=O)cc(OC)c1OC(C)=O	1
CN(C)c1cnn(CC(=O)NCc2ccc(-c3ccccn3)s2)c(=O)c1	-1
N#CC1C(=N)Oc2n[nH]c(-c3ccc(C4CCCCC4)cc3)c2C1c1ccc(Br)cc1 (stereo not drawn)	0
CCOC(=O)c1cc(NC(=O)CN2C(=O)S/C(=C/c3ccc(C)o3)C2=O)ccc1Cl	-3
COc1ccc(OC)c(-c2cc(C(=O)Nc3nnc(-c4ccncc4)s3)c3ccccc3n2)c1	-7
(continued)
SMILES	RBX1-CUL1 inh
S=c1nc(-c2ccccc2)n(-c2ccccc2)c2c1CCCC2	4
CCC(C)c1ccc(NC(=O)Cn2nnc(-c3ccc(F)cc3)n2)cc1 (stereo not drawn)	2
O=C(CCc1ccccc1)N1CCc2c([nH]c3ccccc23)C1c1ccc(Cl)cc1 (stereo not drawn)	0
OCCC1CN(Cc2cccc3ccccc23)CCN1C1CCCC1 (stereo not drawn)	0
COc1ccc(C(=O)Nc2ccccc2-c2nc3ccccc3s2)cc1Cl	14
Cc1ccc2nc(C)c(CC=C(Cl)Cl)c(Cl)c2c1	-8
CC1CCc2c(sc(NC(=O)COc3cccc(Br)c3)c2C#N)C1 (stereo not drawn)	4
COc1cc(CN2CCCC2)ccc1OCC(O)CN(C)C1CCCCC1 (stereo not drawn)	6
Cc1cc(OC(C)C(=O)N(Cc2ccco2)Cc2ccco2)cc(C)c1Cl (stereo not drawn)	-3
COc1ccc2nc(NC(=O)c3cc(N)cc(N)c3)sc2c1	3
CCN(CC)CCN(C(=O)c1ccc(C(=O)OC)cc1)c1nc2ccc(Cl)cc2s1	3
COC(=O)NNC(=O)CCCCCCCC(=O)NNC(=O)OC	0
Cc1ccc(-c2nnc3ccccc3c2C(=O)Nc2cccc(Cl)c2)cc1	-5
COc1cccc(N2CCN(c3ccc4nnc(CCC(=O)O)n4n3)CC2)c1	-5
Cc1ccc(CNC(=O)c2cc(-c3ccc(Cl)cc3)on2)cc1	-7
O=C(COc1ccccc1-c1cnoc1)N/N=C/C1=C(Cl)c2ccccc2OC1	3
COc1ccc(NC(=O)C(=O)NNC(=O)c2ccccc2C)c(OC)c1	-10
CCc1ccc(N=c2ssc3c2-c2ccc(C)cc2NC3(C)C)cc1	-1
CC1CCN(S(=O)(=O)c2ccc3nc(N4CCN(c5ccccc5)CC4)ccc3c2)CC1	6
COCCC(=O)N1CCC2(CCCN(CC3CCCCC3)C2=O)C1 (stereo not drawn)	7
O=C(NNc1nc(-c2ccc(Br)cc2)cs1)c1ccc(Cl)cc1	4
CC(C)(C)c1cc(NC(=O)c2cc(F)c(F)c(F)c2F)no1	9
CCCCOc1ccc(C(=O)Nc2cccc(N3CCCC3)c2)cc1	-4
CCOCCCNC(=O)CN1C(=O)c2c(c3ccccc3n2C)C1c1ccc(OC)cc1 (stereo not drawn)	4
Cc1ccc(-c2cc(=O)c3cc(F)ccc3o2)cc1	6

2 of the compounds above, with bars between the fields.
Compound | RBX1-CUL1 inh
O=C(CCc1ccccc1)N1CCc2c([nH]c3ccccc23)C1c1ccc(Cl)cc1 (stereo not drawn) | 0
CCOCCCNC(=O)CN1C(=O)c2c(c3ccccc3n2C)C1c1ccc(OC)cc1 (stereo not drawn) | 4

(list continues)
SMILES	RBX1-CUL1 inh
Oc1ccc(N=Cc2c(O)ccc3ccccc23)cc1-c1nc2cc(Cl)ccc2o1	-4
CCn1cc(CN2CCc3[nH]nc(-c4ccccc4F)c3C2)c(C)n1	7
COc1ccc(C(=O)C2CCCN(Cc3cc4ccccc4o3)C2)c(OC)c1 (stereo not drawn)	3
OC1(c2cn(CC3CCN(Cc4ccsc4)CC3)nn2)CCCC1	-3
Cc1c(CCC(C)C)c(=O)oc2cc(O)ccc12	-1
CCC(=O)Nc1ccc(-c2nc3c(C)cccc3c(=O)o2)cc1	-4
CCOC(=O)C1CCCN(C(=O)c2ccc3c(c2)sc2nc(-c4ccc(C)cc4C)cn23)C1 (stereo not drawn)	5
COC(=O)c1ccc([C@@H]2Nc3c(OC)ccc(C)c3[C@@H]3C=CC[C@@H]32)cc1	4
CCn1c(C(=O)NCc2ccccc2Br)cc2oc3ccccc3c21	-1
C=CCNC(=O)c1cc(Cl)ccc1NC(=O)c1ccc(Cl)cc1Cl	2
CCC(C)Cn1c(C(C)O)nc2ccccc21 (stereo not drawn)	12
CN(C)CCOCCOC1c2ccccc2CCc2ccccc21	2
COc1ccc(Br)cc1CNc1ccc(S(N)(=O)=O)cc1	-4
O=C(c1cnn(-c2cccc(F)c2)c1-n1cccc1)N1CCN(c2ccccc2F)CC1	4
Cc1ccc2c(Cl)c(C(=O)Nc3nnc(SCc4ccc(F)cc4)s3)sc2c1	12
Cc1ccccc1OCc1nc(C#N)c(NCc2ccco2)o1	2
CCCCN(C)C(=O)CC1(c2ccc(-c3ccccc3)cc2)CC(=O)N(C2CC2)C1=O (stereo not drawn)	2
COc1ccccc1/C=C1\Oc2cccc(OC)c2C1=O	10
O=C(CSc1ccccc1)Nc1cnn(CC(=O)NC(CCn2ccnc2)c2ccccc2)c1 (stereo not drawn)	-3
O=C(Nc1cccc(N2CCCC2)c1)c1cccs1	-10
Cc1nn(-c2ccccc2)c(OC(=O)C(C)C)c1Sc1ccc(Cl)cc1	-8
CC(C)(C)c1csc(NC(=O)c2ccccn2)n1	5
O=C(CCc1nnc2n(Cc3ccccc3Cl)c(=O)c3ccccc3n12)Nc1ccccc1	-10
O=C1C(=C/C=C/c2ccccc2Cl)C(=O)N(c2ccccc2)C(=S)N1c1ccccc1	9
O=C(Oc1ccc(Cl)cc1[N+](=O)[O-])c1ccccc1	-3
(continued)
SMILES	RBX1-CUL1 inh
Cc1[nH]cnc1CN1CCCC1C(=O)Nc1cccc(-c2ccc(F)cc2)c1 (stereo not drawn)	8
COCCNc1cc(C)nc2ccccc12	-1
CSCc1ccc2sc3ccccc3c(=O)c2c1	-3
CCCn1c(C)c(CC(=O)N(C)Cc2ncc(C)[nH]2)c2c1CC(C)(C)CC2=O	2
CS(=O)(=O)N(Cc1ccccc1Cl)c1ccc(C(=O)N/N=C/c2ccc(OCC(=O)Nc3ccc(F)cc3)cc2)cc1	1
Cc1cc(CO)c(C)n1-c1ccccc1	-3
CCOc1cc(C2c3c(n[nH]c3C)OC(=N)C2C#N)ccc1OCc1cccc(F)c1 (stereo not drawn)	-14
CC(C)Oc1ccc(C(=O)NCC2CCCO2)cc1Br (stereo not drawn)	-5
CC1C(C#N)(C#N)C(C#N)C(=N)C1(C)[N+](=O)[O-] (stereo not drawn)	-3
COc1ccc(-n2nc(C(=O)NCc3ccc(F)cc3)c3c4ccccc4n(C)c3c2=O)cc1	0
Cc1ccc2nc(SCc3nc(-c4ccc(Cl)cc4)no3)[nH]c2c1	0
Cn1c(SCC(=O)N/N=C/c2cccc(Cl)c2)nnc1-c1ccccc1	-15
COc1cccc(-c2cnnc(N(C)CCn3nc(C)cc3C)n2)c1	-2
O=S(=O)(NNc1ccccc1)c1ccc2c(c1)Cc1cc(S(=O)(=O)NNc3ccccc3)ccc1-2	9
c1ccc(-c2n[nH]c3c2CN(Cc2ccncc2)CC3)cc1	-2
CN(C)c1ccnc2sc3c(=O)n(-c4ccc(Cl)cc4)cnc3c12	7
COc1c(Cl)ccc(S(=O)(=O)N2CCN(c3ccccc3)CC2)c1Cl	4
Cc1ccc(NS(=O)(=O)N2CCC(C)CC2)cc1	15
C=C(C)CNC(=O)c1coc(CN2CCN(C/C=C/c3ccccc3)CC2)n1	-5
CCOC(=O)c1c(-c2ccc(OC)c(OC)c2)csc1NC(=O)C12CC3CC(CC(C3)C1)C2	2
CCn1cc(C(=O)NCCc2ccccc2)c(=O)c2cc(S(=O)(=O)N3CCc4ccccc4C3)ccc21	8
Cc1[nH]c2ccccc2c1C1N2CC3(C)CN1CC(C)(C2)C3=O (stereo not drawn)	12
CCSc1ncc(Cl)c(C(=O)Nc2cc(C)ccc2C)n1	-5
COc1ccc2oc3cc(C)nc(-c4ccc(C)cc4)c3c2c1	-6
CSCCNC(=O)c1ccc2oc(C(C)C)nc2c1	2
(next part)
SMILES	RBX1-CUL1 inh
COc1ccccc1N1CCN(C(=O)CCNS(=O)(=O)c2ccc3c(c2)CCN3C(=O)C2CC2)CC1	-4
CCc1ccc(C(=O)c2cn(CC(=O)Nc3ccc(Cl)cc3)c3cc4c(cc3c2=O)OCO4)cc1	9
COc1ccc(Cl)cc1NC(=O)Cn1cc(C(=O)c2ccncc2)c(=O)c2cc(C)ccc21	-2
O=C(Oc1ccc(F)cc1)c1cccc2c1Oc1nc3ccccc3nc1O2	1
O=C(COCc1cc(-c2ccc(F)cc2)on1)Nc1cccc(C(F)(F)F)c1	-6
CCCOc1ccc(NC(=O)CC2C(=O)N(c3cccc(OC)c3)C(=O)N2Cc2cccs2)cc1 (stereo not drawn)	-8
CCOc1ccc(-c2nnc(SCC)o2)cc1	-11
Cc1c(CC(=O)NCc2ccccc2)c(=O)oc2c(C)c(O)ccc12	-4
Cc1ccc(-n2nnnc2/C(=C/N(C)C)C(=O)c2ccccc2Cl)cc1	11
Cc1ccc(/C=C/c2onc(C)c2S(=O)(=O)N2CCC(C(=O)N3CCOc4ccccc43)CC2)cc1	-7
COc1ccc(C(=O)NC(NC(=S)N=C2C(=O)N(c3ccccc3)N(C)C2C)C(Cl)(Cl)Cl)cc1 (stereo not drawn)	2
CNC(=O)c1ccccc1NC(=O)c1ccccc1OC	-6
CCOC(=O)c1ccc(N/N=C2/C(=O)C3(C)CCC2C3(C)C)cc1 (stereo not drawn)	-3
CC(C)c1nc2cc(C(=O)N3CCN(C4CCS(=O)(=O)C4)CC3)ccc2o1 (stereo not drawn)	0
CCCCN(C(=O)c1cc(OC)c(OC)c(OC)c1)C1CC2CCC(C1)N2C (stereo not drawn)	-1
CN(CC1CCN(CCc2ccccc2F)CC1)C(=O)CCN1CCCCO1	0
COc1ccc(-c2oc3ncn4nc(COc5ccccc5C)nc4c3c2-c2ccc(OC)cc2)cc1	-4
O=c1cnn(Cc2ccccc2)cn1	0
COc1ccc(-n2c(=O)c3c(C)c(C)sc3n(CC(=O)NCc3ccc(C)cc3)c2=O)c(OC)c1	5
CO[C@H]1[C@H](NC(=O)CSC)c2ccccc2C12CCN(Cc1cccc(C(F)(F)F)c1)CC2	-3

Structures shown so far with fluorine, in the order listed:
SMILES	RBX1-CUL1 inh
O=C(O)c1cc(C(F)(F)F)ccc1Sc1ccccc1	58*
O=C(CN1CCN(CC(=O)Nc2ccccc2F)CC1)Nc1ccc(Cl)c(C(F)(F)F)c1	-5
N#Cc1c(N)[n+]([O-])c2cc(NCCO)c(F)cc2[n+]1[O-]	28*
Cc1ccccc1C1=NC(C(F)(F)F)(C(F)(F)F)C2C(=O)NC(=O)N(c3ccc(F)cc3)C2=N1 (stereo not drawn)	9
O=C(NCc1ccccc1F)c1ccc(N2CCC(N3CCCN(c4ncccn4)CC3)CC2)cc1	-2
CCC(C)c1ccc(NC(=O)Cn2nnc(-c3ccc(F)cc3)n2)cc1 (stereo not drawn)	2
CC(C)(C)c1cc(NC(=O)c2cc(F)c(F)c(F)c2F)no1	9
Cc1ccc(-c2cc(=O)c3cc(F)ccc3o2)cc1	6
CCn1cc(CN2CCc3[nH]nc(-c4ccccc4F)c3C2)c(C)n1	7
O=C(c1cnn(-c2cccc(F)c2)c1-n1cccc1)N1CCN(c2ccccc2F)CC1	4
Cc1ccc2c(Cl)c(C(=O)Nc3nnc(SCc4ccc(F)cc4)s3)sc2c1	12
Cc1[nH]cnc1CN1CCCC1C(=O)Nc1cccc(-c2ccc(F)cc2)c1 (stereo not drawn)	8
CS(=O)(=O)N(Cc1ccccc1Cl)c1ccc(C(=O)N/N=C/c2ccc(OCC(=O)Nc3ccc(F)cc3)cc2)cc1	1
CCOc1cc(C2c3c(n[nH]c3C)OC(=N)C2C#N)ccc1OCc1cccc(F)c1 (stereo not drawn)	-14
COc1ccc(-n2nc(C(=O)NCc3ccc(F)cc3)c3c4ccccc4n(C)c3c2=O)cc1	0
O=C(Oc1ccc(F)cc1)c1cccc2c1Oc1nc3ccccc3nc1O2	1
O=C(COCc1cc(-c2ccc(F)cc2)on1)Nc1cccc(C(F)(F)F)c1	-6
CN(CC1CCN(CCc2ccccc2F)CC1)C(=O)CCN1CCCCO1	0
CO[C@H]1[C@H](NC(=O)CSC)c2ccccc2C12CCN(Cc1cccc(C(F)(F)F)c1)CC2	-3

Not all compounds are listed (hit frequency here may not be typical).
